Bioassay records: PubChem BioAssay, National Center for Advancing Translational Sciences (NCATS)
USP1 inh = Inhibitors of USP1/UAF1: Primary Screen; Ubiquitin carboxyl-terminal hydrolase 1 (Homo sapiens), O94782; recombinant USP1/UAF1, Ub-Rhodamine cleavage fluorescence; Potency, µM (highest dose often 57.1 µM), inactives show at the top dose activity change, negative = inhibition, most hits filed as inhibitors; 390,000 tested, 0.23% active; AID 743255, 2014; also: potency is read from the fitted curve at half-maximal effect; % is scaled to controls: 0 for no effect and ±100 for the full control effect; nearly all actives have a fitted effect of over 60% in size; inactives centre near -12
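High-throughput fluorogenic screen: 1nM USP1/UAF1 complex, Ub-Rho substrate 150nM final, 50mM HEPES pH 7.8 with 0.5mM EDTA, 0.1 mg/ml BSA, 1mM TCEP and 0.01% Tween-20.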
Vif-APOBEC3F blk = qHTS for Inhibitors of Vif-A3F Interactions: qHTS; HeLa A3F-eYFP + Vif (tagged APOBEC3F with the HIV-1 protein that degrades it), YFP fluorescence increase; Potency, µM (series often up to 46.1 µM), for the others: top-dose activity, negative = active; 390,000 tested, 0.2% active; AID 602313, 2012; also: potency is read from the fitted curve at half-maximal effect; % of control where 0% means no effect; nearly all actives have a fitted effect of over 65% in size
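Fluorescence increase (Ex 488/Em 500-530) after overnight compound treatment at 37 deg C flags inhibition of Vif-driven A3F-eYFP loss in stable HeLa A3F-eYFP/Vif cells seeded overnight beforehand.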
Vif-APOBEC3G blk = qHTS for Inhibitors of Vif-A3G Interactions: qHTS; DNA dC->dU-editing enzyme APOBEC-3G (Homo sapiens), Q9HC16; HeLa A3G-eYFP + Vif (tagged APOBEC3G with the HIV-1 protein that degrades it), YFP fluorescence, overnight; Potency, µM (top dose mostly 46.1 µM), for inactives: at the highest dose activity, negative = active, hits mostly inhibitors; 410,000 tested, 0.076% active;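 also: potency is read from the fitted curve at half-maximal effect; % is scaled to controls: 0 for no effect and ±100 for the full control effect; nearly all actives have a fitted effect of over 60% in size; hits raise eYFP signal because A3G escapes Vif-driven loss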
Target sequence (Q9HC16 whole entry, looked up): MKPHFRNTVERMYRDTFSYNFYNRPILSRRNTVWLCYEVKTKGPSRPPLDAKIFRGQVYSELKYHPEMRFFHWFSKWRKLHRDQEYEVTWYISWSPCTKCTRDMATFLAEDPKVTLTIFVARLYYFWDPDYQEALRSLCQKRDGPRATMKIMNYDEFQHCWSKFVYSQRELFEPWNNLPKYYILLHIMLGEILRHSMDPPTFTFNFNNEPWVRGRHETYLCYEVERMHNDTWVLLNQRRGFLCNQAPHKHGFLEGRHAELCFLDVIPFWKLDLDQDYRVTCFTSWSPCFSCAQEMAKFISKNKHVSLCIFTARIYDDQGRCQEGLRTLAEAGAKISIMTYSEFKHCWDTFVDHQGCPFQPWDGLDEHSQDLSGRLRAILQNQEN
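Read-out is eYFP fluorescence (Ex 488/Em 500-530) from Vif-expressing HeLa A3G-eYFP cells; more signal means A3G escaped Vif-mediated degradation. Cells plated overnight, compound pinned in, incubated overnight at 37 deg C.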
TrxR1 substrate = qHTS Assay for Substrates of Mammalian Selenoprotein Thioredoxin Reductase 1 (TrxR1): qHTS; Thioredoxin reductase 1, cytoplasmic (Rattus norvegicus), O89049; purified TrxR1 substrate turnover, NADPH consumption readout; Potency, µM (doses to about 114 µM), for inactives: top-dose activity change, negative = substrate turnover; 390,000 tested, 0.01% active; also: potency is read from the fitted curve at half-maximal effect; % is scaled to controls: 0 for no effect and ±100 for the full control effect; nearly all actives have a fitted effect of over 50% in size
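Rat TrxR1, dispensed at 90 nM, was prereduced with 400 uM NADPH (final) for 5 min at ~22 deg C, then incubated with compound 15 min before 400 uM selenite. A first-read NADPH fluorescence drop versus no-compound background flagged substrates.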
IDH1 R132H inh = qHTS for Inhibitors of mutant isocitrate dehydrogenase 1 (IDH1): qHTS; Potency, µM (series often up to 76.6 µM), inactives show at the highest dose activity change, negative = inhibition, most hits filed as inhibitors; IDH1-R132H enzyme, NADPH consumption, diaphorase/resazurin fluorescence; AID 602179, 2012; Isocitrate dehydrogenase [NADP] cytoplasmic (Homo sapiens), O75874; 390,000 tested, 0.093% active; also: potency is read from the fitted curve at half-maximal effect; % is scaled to controls: 0 for no effect and ±100 for the full control effect; nearly all actives have a fitted effect of over 65% in size
Target sequence (O75874 whole entry R132H, stated change not applied): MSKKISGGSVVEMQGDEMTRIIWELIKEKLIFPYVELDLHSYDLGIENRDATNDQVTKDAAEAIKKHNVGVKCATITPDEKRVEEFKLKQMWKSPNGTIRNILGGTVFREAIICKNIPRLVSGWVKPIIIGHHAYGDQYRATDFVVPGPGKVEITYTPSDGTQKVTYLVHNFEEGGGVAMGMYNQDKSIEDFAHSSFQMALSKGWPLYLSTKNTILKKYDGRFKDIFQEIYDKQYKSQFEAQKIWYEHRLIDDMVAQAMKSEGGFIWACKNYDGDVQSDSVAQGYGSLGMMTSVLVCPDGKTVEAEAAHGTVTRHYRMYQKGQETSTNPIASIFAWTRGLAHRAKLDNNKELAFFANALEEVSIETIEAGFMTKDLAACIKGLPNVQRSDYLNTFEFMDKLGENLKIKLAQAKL
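IDH1-R132H (0.5 ug/mL dispensed) in pH 7.5 Tris buffer was preincubated 30 min with compound, then given a substrate mix of 0.016 mM NADPH and 2 mM alpha-KG for 80 min at room temperature; remaining NADPH was read by diaphorase/resazurin fluorescence.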
RGS4 inh = Inhibitors of Regulator of G Protein Signaling (RGS) 4: qHTS. Regulator of G-protein signaling 4 (Homo sapiens), P49798. Transcreener GDP fluorescence polarization, RGS4-accelerated GTP hydrolysis. Potency, µM (series often up to 114 µM), without a hit: at the top dose activity change, negative = inhibition, usual class: inhibitors. 390,000 tested, 0.039% active. AID 504845, 2011; also: potency is read from the fitted curve at half-maximal effect; % is scaled to controls: 0 for no effect and ±100 for the full control effect; nearly all actives have a fitted effect of over 75% in size; some results filed as inactive show a strong effect at the top dose
Target sequence (P49798 whole entry, looked up): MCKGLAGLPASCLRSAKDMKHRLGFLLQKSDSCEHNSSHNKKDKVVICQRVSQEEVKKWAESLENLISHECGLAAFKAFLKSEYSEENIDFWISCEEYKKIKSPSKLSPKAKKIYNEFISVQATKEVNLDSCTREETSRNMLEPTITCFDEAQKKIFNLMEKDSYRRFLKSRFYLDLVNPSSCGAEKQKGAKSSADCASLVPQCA
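MLSMR compounds (23 nl, pin-transferred) preincubated 10 min at room temperature with a 500nM (2x) first reagent, then RGS4 at 900nM (2x) plus Transcreener GDP mix added; fluorescence polarization (620/688 nm) read before and after 90 min at 30 °C.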
LDHA block = qHTS assay for inhibitors of human lactate dehydrogenase; L-lactate dehydrogenase A chain (Homo sapiens), P00338; purified LDHA, NADH/diaphorase-resazurin fluorescence; active compounds read low; activity change, % (values are at about 110 or 230 µM); 480,000 tested, 0.15% active; AID 1347041, 2019; in the data active = activity change below about -30%; inconclusive = mostly about -25% to -30%;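 also: plate controls were DMSO wells for no effect and wells without enzyme for full effect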
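Resorufin fluorescence (ex540/em590), read at 0 and 20 min after diaphorase/resazurin addition, reports the NADH left after a 5 min room-temperature reaction of 2 nM human LDH5 with 0.06 mM NADH and 0.2 mM pyruvate.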
TrxR1 inh = qHTS Assay for Inhibitors of Mammalian Selenoprotein Thioredoxin Reductase 1 (TrxR1): qHTS | Thioredoxin reductase 1, cytoplasmic (Rattus norvegicus), O89049 | recombinant rTrxR1, NADPH fluorescence consumption, selenite substrate | Potency, µM (doses to about 114 µM), for inactives: top-dose activity change, negative = inhibition, actives largely listed as inhibitors | 390,000 tested, 1% active | AID 588453, 2011; also: potency is read from the fitted curve at half-maximal effect; % is scaled to controls: 0 for no effect and ±100 for the full control effect; nearly all actives have a fitted effect of over 65% in size
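Rat TrxR1 (90 nM in the dispensed reagent) was pre-reduced with 400 uM NADPH for 5 min at room temperature, then incubated with compound for 15 min. After 400 uM selenite was added, NADPH fluorescence (Ex 340/Em 450 nm) was followed for 8 min.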
Glioma ERSR ind = qHTS for Inducers of the Endoplasmic Reticulum Stress Response (ERSR) in Human Glioma: qHTS | U87-MG GRP78 promoter luciferase reporter, 16 h | Potency, µM, without a hit: top-dose activation, actives largely listed as activators | 420,000 tested, 0.02% active; also: potency is read from the fitted curve at half-maximal effect; series mostly up to about 76 µM; % of control where 0% means no effect; nearly all actives have a fitted effect of over 35% in size
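Stably transfected U87-MG human glioma cells carrying a GRP78-based luminescent sensor were seeded at 1000 cells/well, pin-dosed with compounds and incubated 16 h. Luciferase reagent was then added, and end-point luminescence was read after 10 min at room temperature.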
* = called active by the depositor; ? = inconclusive; · = no result given; & = joins results of further samples; [ ] = dose if it differs, or a comment. Unless noted, calls follow the shape of the dose curve; as a rule, active = well fitted curve in the direction sought with a large enough effect; inconclusive = small, poorly fitted or top-dose-only effect, or another doubt; inactive = no such curve, though single readings can be large; an effect the other way counts as inactive or inconclusive. Some of the compounds tested; the hit share may differ from the screen's.

compound	Vif-APOBEC3F blk	TrxR1 substrate	Glioma ERSR ind	Vif-APOBEC3G blk	IDH1 R132H inh	LDHA block	RGS4 inh	USP1 inh	TrxR1 inh
Cc1ccc(NC(=O)CN2C(=O)NC(Cc3ccccc3)C2=O)cc1Cl (stereo not given)	-1%	0%	-1%	-1%	15%	-1	-11%	-15%	3%
COc1cccc(NC(=O)COC(=O)/C=C/c2ccco2)c1	-5%	-2%	2%	-6%	8%	-4	-32%	-3%	40µM*
CN(C(=O)c1ccoc1)c1ccccc1I	·	-6%	-4%	2%	·	·	13%	·	?
Cc1ccc(Cl)cc1N1CCN(S(=O)(=O)c2ccc3c(c2)C(C(C)C)C(=O)N3)CC1 (stereo not given)	-4%	7%	-5%	-3%	4%	8	-20%	-29%	50%
CCC(=O)N1c2ccc(S(=O)(=O)NC3CCCCC3)cc2CC1C (stereo not given)	2%	-6%	-2%	0%	0%	-1	18%	-14%	2%
Cc1ccc(C)c(C2C(C#N)=C(N)Oc3cc(C)oc(=O)c32)c1 (stereo not given)	-8%	-14%	-2%	0%	-2%	-6	3%	-5%	-18%
CCOc1ccc(NC(=O)COC(=O)c2ccc3c(c2)C(=O)N(CCc2ccccc2)C3=O)cc1	-19%	-3%	1%	3%	2%	0	-5%	-10%	3%
COc1ccccc1N(C)S(=O)(=O)c1ccc(C(=O)N(C)Cc2ccc(Cl)s2)cc1	-19%	-4%	-3%	1%	0%	5	-6%	-1%	17%
CCOC(=O)c1[nH]c2ccccc2c1NC(=O)c1ccc(S(=O)(=O)N2CCCCC2)cc1	1%	-1%	-4%	2%	-5%	-14	2%	-8%	5%
Cc1ccc(F)c(NC(=O)Nc2ccc3snnc3c2)c1	-14%	-3%	10%	-5%	-2%	-1	3%	-29%	-3%
CCOc1ccc(CN2CCNC(=O)C2CC(=O)NCCc2cnccn2)cc1 (stereo not given)	-10%	-2%	3%	-2%	-6%	0	-2%	-17%	-16%
O=S1(=O)CCC(NC(=S)SCCOc2ccccc2)C1 (stereo not given)	1%	-7%	-14%	-17%	1%	-5	8%	4%	-26%
COc1ccc(NC(=O)N2CCCC(CCC(=O)N(C)CCc3ccccn3)C2)cc1 (stereo not given)	-1%	-3%	-1%	3%	0%	1	-15%	-12%	-6%
COc1ccc(OC)c(NC(=O)CN2C(=O)C(C)N(c3ccc(C)cc3)C2=O)c1 (stereo not given)	-2%	8%	5%	?	14%	4	-31%	-15%	9%
O=C(COC(=O)c1ccc(O)cc1)Nc1cc(C(F)(F)F)ccc1Cl	-10%	1%	11%	-2%	-4%	3	-13%	-24%	18%
Cc1ccc2c(c1)c1c(n2CC(O)Cn2nc(C)c(Br)c2C)C(=O)CCC1 (stereo not given)	10%	14%[57.1 µM]	-3%	0%	5%	-1	33%	-7%	16%[57.1 µM]
Cc1ccccc1Oc1ncnc2sccc12	13%	-2%	-3%	-2%	6%	-6	-15%	-12%	-2%
Cc1nc2c(C(=O)N3CCCCC3)cnn2c(C)c1Cc1ccccc1F	1%	40%[activator]	4%	0%	2%	0	-1%	-12%	10%
COc1cccc(C(=O)N2CCN(S(=O)(=O)Cc3ccccc3)CC2)c1	1%	-2%	-5%	1%	3%	0	7%	-7%	10%
COC(=O)CNC(=O)C1(C)C=CCN1C(=O)c1ccccc1 (stereo not given)	-5%	-6%	2%	-5%	-18%	-12	-12%	-12%	6%
CCC(=O)Nc1ccc(NC(=O)CSc2nnnn2Cc2ccccc2)cc1C	12%	7%[57.1 µM]	-4%	-3%	4%	-2	2%	-18%	19%[57.1 µM]
O=C(COC(=O)C1COc2ccccc2O1)Nc1cccc(F)c1 (stereo not given)	1%	1%	-4%	-9%	4%	0	-14%	-12%	10%
CC(=O)N1c2ccc(C)cc2C(c2ccccc2)CC1C (stereo not given)	13%	-12%	5%	0%	-7%	0	5%[56.9 µM]	-14%	-19%
Cc1cccc(NC(=O)CN(CC2CCCO2)C(=O)c2oc3ccccc3c2C)c1C (stereo not given)	5%	-2%	-3%	-1%	13%	-1	2%	-16%	10%
COc1ccc(C(=O)C[n+]2ccccc2Cl)cc1	·	22%	2%	2%	·	·	·	·	-15%
Cc1ccc(C(=O)N/N=C\C=C\c2ccc(Br)cc2)cn1	-1%	17%	5%	0%	5%	-7	7%	1%	10%
CCOC(=O)c1sc2nc(NC(=O)C3CC3)sc2c1C	1%	25%[57.1 µM]	-2%	-1%	14%	-7	14%	-14%	39%
Cc1c(C(=O)N2CCN(C(=O)c3ccco3)CC2)oc2c(Cl)cccc12	5%	-10%	-2%	-4%	6%	-11	4%	-17%	-12%
Cc1ccc(OC(=O)CCC(=O)Nc2ccc(S(=O)(=O)Nc3cc(C)on3)cc2)cc1	2%	6%[11.4 µM]	-3%	3%	0%	1	-33%	2%	-73%[57.1 µM]
CC1=C(C(=O)OCc2ccccc2)C(c2ccc(Br)cc2)NC(=O)N1CCCCCC(=O)O (stereo not given)	-4%	2%	0%	-1%	1%	3	-3%	-19%	11%
O=C(NC1CCCC1)c1ccc2c(=O)n(Cc3ccccc3)c(SCc3ccccc3)nc2c1	0%	-2%[57.1 µM]	1%	-8%	10%	0	-14%	-12%	20%[57.1 µM]
Cc1nn(C)c(C)c1S(=O)(=O)N1CCC(C(=O)NC2CCCCCC2)CC1	-9%	-4%	-2%	-5%	-3%	0	9%	5%	-3%
Cn1cccc1Cc1nnc(SCC(=O)NC2CCCC2)n1-c1ccc(F)cc1	-3%	8%[57.1 µM]	-3%	-1%	-12%	-3	-51%	-18%	0%[57.1 µM]
CCOc1ccc(NC(=O)CSc2nnc(C)n2CC)cc1	-11%	-5%[57.1 µM]	-2%	1%	3%	-1	-28%	-12%	2%[57.1 µM]
CCCc1ncc(C[n+]2ccccc2C)c(N)n1	5%	12%	0%&-4%&-2%	-1%	-8%	-2	1%	-27%	1%
CCc1cc2c(=O)c(-c3nc4ccccc4n3C)c(COCC(=O)O)oc2cc1O	1%	-3%	-1%	1%	0%	1	23%	-14%	-9%

Exported with values under each structure: 2 of the compounds above.
Values run as follows: Vif-APOBEC3F blk, TrxR1 substrate, Glioma ERSR ind, Vif-APOBEC3G blk, IDH1 R132H inh, LDHA block, RGS4 inh, USP1 inh, TrxR1 inh
> CCOC(=O)c1sc2nc(NC(=O)C3CC3)sc2c1C
 : 1%, 25%[57.1 µM], -2%, -1%, 14%, -7, 14%, -14%, 39%
> Cc1c(C(=O)N2CCN(C(=O)c3ccco3)CC2)oc2c(Cl)cccc12
 : 5%, -10%, -2%, -4%, 6%, -11, 4%, -17%, -12%

Next part.
compound	Vif-APOBEC3F blk	TrxR1 substrate	Glioma ERSR ind	Vif-APOBEC3G blk	IDH1 R132H inh	LDHA block	RGS4 inh	USP1 inh	TrxR1 inh
CCOc1ccccc1N1CCN(Cc2cn[nH]c2-c2ccc(F)cc2)CC1	-2%	2%	-4%	-1%	-1%	-2	-15%	?	17%
CCOC(=O)/C(C#N)=N\Nc1ccc(S(=O)(=O)Nc2nc(C)cc(C)n2)cc1	-9%	-8%	-5%	1%	7%	-3	-48%	-11%	-12%
O=C(CSc1nnnn1-c1ccccc1)N1CCCc2ccccc21	13%	-1%	0%	1%	9%	-5	-22%	-14%	1%
CCOc1ccc(NC(=S)NC2CC3CCC(C2)N3Cc2ccco2)cc1 (stereo not given)	-10%	3%	1%	3%	8%	0	-17%	-21%	-20%
O=C(O)c1nccnc1C(=O)NCCc1c[nH]c2ccccc12	9%	9%	-3%	-2%	-10%	-13	15%	-9%	35%
COc1ccc(CNC(=O)CNS(=O)(=O)c2cccs2)cc1	-1%	6%[57.1 µM]	-1%	3%	2%	-2	20%	-19%	19%[57.1 µM]
Cc1ccc(NC(=O)N2CCN(c3nnc(C)c4c(C)n(-c5ccccc5)nc34)CC2)cc1Cl	·	5%[57.1 µM]	·	·	·	-4	-36%	-5%	16%[57.1 µM]
CCOc1ccc(NC(=O)CCC(=O)OC)cc1	0%	8%[57.1 µM]	-5%	5%	0%	-12	20%	-4%	16%
CCc1cccc(-n2nnc(-c3nsc(NC(=O)c4cccc(OC)c4)n3)c2C)c1	-8%	1%[57.1 µM]	-1%	-9%	-6%	-4	-41%	-3%	9%[57.1 µM]
